# TSHR antagonist: blocks TSH signaling through the human TSH receptor; TSHR-expressing cells, TSH-stimulated cAMP HTRF, 2 h; stronger effect = lower value; activity change, negative = inhibition, % at 11.5 µM; 330,000 compounds, 0.2% hits;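 active = activity change below a set negative limit, meaning inhibition stronger than a set level, cut at about -70% in these data; inconclusive = activity change between two set negative limits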; also: % is scaled to controls: 0 for no effect and ±100 for the full control effect
#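 Antagonism was scored as loss of TSH-driven cAMP in TSHR cells, stimulated with 4nM TSH (EC80) for 2 hours at 37 deg C and detected by homogeneous HTRF competition immunoassay.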
# Menin-MLL TR inh: menin-MLL binding inhibition, Texas Red mutant peptide; 270,000 compounds, 0.23% hits; Menin + Texas Red MLL mutant peptide, fluorescence polarization; O00255; Potency, µM (highest dose often 61.6 µM), inactives show top-dose FP activity change, negative = inhibition, most hits filed as inhibitors; active = well fitted inhibition curve with a large enough effect in the polarisation, with a control signal flat, not every such curve was filed as active; inconclusive = small, poorly fitted or top-dose-only effect, or effect the other way, or a change in a side signal; inactive = no such curve, though single readings can be large or run the other way; the % refers to the polarisation; also: potency is read from the fitted curve at half-maximal effect; % of control where 0% means no effect; many of its hits are not listed in these tables
# S-ASM inh: human S-ASM enzyme inhibition; placental ASM, HMU-PC fluorogenic substrate, 60 min; Potency, µM (top dose mostly 57.5 µM), for the others: top-dose activity change, negative = inhibition, hits mostly inhibitors; 340,000 compounds, 0.006% hits; AID 504937; also: potency is read from the fitted curve at half-maximal effect
# Target sequence (P17405 47-631 limits assumed): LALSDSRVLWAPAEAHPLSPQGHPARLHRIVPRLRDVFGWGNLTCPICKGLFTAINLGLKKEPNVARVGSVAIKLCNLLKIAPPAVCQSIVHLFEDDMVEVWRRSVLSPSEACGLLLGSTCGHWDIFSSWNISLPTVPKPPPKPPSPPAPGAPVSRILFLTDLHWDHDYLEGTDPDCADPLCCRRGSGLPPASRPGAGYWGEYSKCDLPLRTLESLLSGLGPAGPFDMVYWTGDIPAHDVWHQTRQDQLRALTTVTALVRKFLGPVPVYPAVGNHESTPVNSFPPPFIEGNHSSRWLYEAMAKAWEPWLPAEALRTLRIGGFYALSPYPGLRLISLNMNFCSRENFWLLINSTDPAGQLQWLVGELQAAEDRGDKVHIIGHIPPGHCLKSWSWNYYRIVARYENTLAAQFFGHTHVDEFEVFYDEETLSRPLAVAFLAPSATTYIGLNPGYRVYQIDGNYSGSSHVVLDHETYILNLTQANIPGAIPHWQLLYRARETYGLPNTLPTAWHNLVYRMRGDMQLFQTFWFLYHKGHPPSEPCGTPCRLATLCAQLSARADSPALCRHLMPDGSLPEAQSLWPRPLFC
#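 Fluorogenic HMU-PC substrate (9 uM final) is turned over by placental ASM in 60 min at 37 C after a 10 min compound preincubation. Reaction ended by alkaline stop (pH 10), with fluorescence read at 386/447 nm.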
# MLL CXXC-DNA inh: MLL CXXC-DNA interaction inhibition. 290,000 compounds, 0.037% hits. MLL-CXXC / FITC-HOXA9 DNA fluorescence polarization. Potency, µM (top dose mostly 115 µM), for the others: top-dose activity change, negative = inhibition, actives largely listed as inhibitors. Q03164; active = well fitted inhibition curve with a large enough effect in the polarisation, with a control signal flat, not every such curve was filed as active; inconclusive = small, poorly fitted or top-dose-only effect, or effect the other way, or a change in a side signal; inactive = no such curve, though single readings can be large or run the other way; the % refers to the polarisation; also: potency is read from the fitted curve at half-maximal effect
#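 Steps: dispense CXXC domain solution (7 uM) → pin compounds or unlabeled HOX-A9 DNA control → 5 min ambient → add FLSN-HOX-A9 solution (50 nM) → spin → 30 min ambient → fluorescence polarization. Tris pH 7.5/NaCl/DTT/BSA buffer.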
# TCR act: T cell receptor activation | AID 504894 | Potency, µM (series often up to 9.22 µM), for inactives: at the top dose activation of IL-2 secretion, hits mostly activators | primary human leukocytes, anti-CD3, IL-2 HTRF, 48 h | 330,000 tested, under 10 active; also: % of control where 0% means no effect
#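 Primary human leukocytes receive a-CD3 beads and test compound and are incubated 48 hr. Secreted IL-2 is then assayed by HTRF, measuring 665nm acceptor emission after 320nm excitation of the europium donor.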
# a7 integrin act: activates integrin-mediated alleviation for muscular dystrophy; 350,000 compounds, 0.064% hits; Potency, µM (titrated, usually from 38.3 µM), for inactives: at the top dose activation, usual class: activators; alpha7betagal myoblasts, beta-gal FDG fluorescence, 48 h;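 also: potency is read from the fitted curve at half-maximal effect; 100% = response of the positive control SU9516; nearly all actives have a fitted effect of over 60% in size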
#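 Alpha7betagal+/- myoblasts (passage 13) were plated 16-24 hr, then exposed to compounds (1:260 dilution of DMSO stock) for 48 hours at 37C. After MPER lysis, β-galactosidase reporter activity was read as FDG fluorescence (ex 480/em 540) after 30 minutes.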
# Mito fusion yeast: inhibitors of mitochondrial division or activators of mitochondrial fusion; S. cerevisiae fusion-defective mutant growth rescue, CellTiterGlo 48 h; Potency, µM (series often up to 46.1 µM), for the others: at the top dose growth rescue (activation), hits mostly activators; 320,000 compounds, 0.23% hits;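 also: potency is read from the fitted curve at half-maximal effect; % of control where 0% means no effect; nearly all actives have a fitted effect of over 45% in size; temperature-sensitive fusion mutants such as fzo1-1 at 37 °C on non-fermentable ethanol glycerol medium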
#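 Temperature-sensitive fusion-defective S. cerevisiae (e.g. fzo1-1, mgm1-5) were grown with compound in YPEG medium (3% ethanol, 3% glycerol) for 48 hours at 37C. Growth rescue was measured as viability by CellTiterGlo luminescence after 10 minutes at ambient.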
# MBNL1-CUG inh: MBNL1-poly(CUG) RNA binding inhibition | Q9NR56 | TR-FRET MBNL1-His/biotin-(CUG)12 binding, 665/545 ratio | Potency, µM (highest dose often 57.5 µM), for inactives: at the top dose activity change, negative = inhibition, most hits filed as inhibitors | 280,000 compounds, 0.036% hits | AID 2675; active = well fitted inhibition curve with a large enough effect in the signal ratio, with a control signal flat, not every such curve was filed as active; inconclusive = small, poorly fitted or top-dose-only effect, or effect the other way, or a change in a side signal; inactive = no such curve, though single readings can be large or run the other way; the % refers to the signal ratio; also: potency is read from the fitted curve at half-maximal effect; % is scaled to controls: 0 for no effect and ±100 for the full control effect
#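 Compound titration spanned 92 nM–58 uM against the MBNL1-His/biotin-(CUG)12 complex. After 60 min at room temperature with 5 nM streptavidin-XL665 and 0.055 ng/ul terbium anti-His, ratiometric 665/545 nm emission (Ex 340 nm) normalized to controls.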
# PTAP TSG101 blk: blocks PTAP/TSG101 interaction to inhibit HIV-1 budding; AID 493005; Potency, µM (doses to about 115 µM), without a hit: at the top dose activity change, negative = inhibition, actives largely listed as inhibitors; Fluorescence polarization, FITC-PTAP peptide / Tsg101 binding; 340,000 tested, under 10 active; Q99816; active = well fitted inhibition curve with a large enough effect in the main read-out, with a control signal flat, not every such curve was filed as active; inconclusive = small, poorly fitted or top-dose-only effect, or effect the other way, or a change in a side signal; inactive = no such curve, though single readings can be large or run the other way; also: potency is read from the fitted curve at half-maximal effect; % of control where 0% means no effect
# Target sequence (Q99816 whole entry, looked up): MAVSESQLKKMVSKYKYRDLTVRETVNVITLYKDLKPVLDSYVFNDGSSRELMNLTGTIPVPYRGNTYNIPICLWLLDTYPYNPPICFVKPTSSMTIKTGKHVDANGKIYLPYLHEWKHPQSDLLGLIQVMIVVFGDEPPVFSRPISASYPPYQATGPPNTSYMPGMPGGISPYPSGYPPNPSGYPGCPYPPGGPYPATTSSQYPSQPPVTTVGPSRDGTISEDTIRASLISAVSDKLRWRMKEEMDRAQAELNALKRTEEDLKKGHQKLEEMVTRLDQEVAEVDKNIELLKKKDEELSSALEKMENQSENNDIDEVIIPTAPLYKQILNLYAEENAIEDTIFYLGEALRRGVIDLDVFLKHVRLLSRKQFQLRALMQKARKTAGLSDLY
#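 Fluorescence polarization binding of Tsg101 binding domain (10 uM final) to FITC-labeled PTAP peptide (50 nM final) in HEPES pH 7.5 buffer with NaCl, Tween 20, EDTA, TCEP. Compounds added before peptide; binding 20 min at RT.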
# A-T KAP1 phos: potential ataxia-telangiectasia treatments restoring KAP-1 phosphorylation. […] A-T fibroblasts, KAP-1 phosphorylation AlphaLISA; neocarzinostatin DNA damage 30 min before lysis. Potency, µM (top dose mostly 57.5 µM), for the others: top-dose activation, most hits filed as activators. 320,000 compounds, 0.19% hits; also: potency is read from the fitted curve at half-maximal effect; % of control where 0% means no effect; nearly all actives have a fitted effect of over 45% in size
#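 ATM-like activity read as KAP-1 phosphorylation via AlphaLISA donor/acceptor antibody pairs after lysis and 6 hr at 25C. Cells were ATM-null patient fibroblasts ([…], hTERT), dosed 60 min, then exposed to the DSB inducer NCS for 30 min.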
# The depositor's hits bear a star; i = inactive; ? = inconclusive; . = no result given; [ ] = dose if it differs, or a comment. Unless noted, calls follow the shape of the dose curve; as a rule, active = well fitted curve in the direction sought with a large enough effect; inconclusive = small, poorly fitted or top-dose-only effect, or another doubt; inactive = no such curve, though single readings can be large; an effect the other way counts as inactive or inconclusive. An excerpt, so the mix of outcomes need not match the whole.
SMILES,TSHR antagonist,Menin-MLL TR inh,S-ASM inh,MLL CXXC-DNA inh,TCR act,a7 integrin act,Mito fusion yeast,MBNL1-CUG inh,PTAP TSG101 blk,A-T KAP1 phos
COc1ccc2oc(C(=O)OCC(=O)NCc3ccc(OC)c(OC)c3)c(C)c2c1,-2,.,-2%,.,-3%,-49%[inhibitor],4%,.,-3%,-3%
O=C(CN1c2cccc3cccc(c23)S1(=O)=O)N1CCN(c2ccccc2)CC1,.,.,8%,.,0%,9%,.,.,-4%,-4%
CCCOc1c(Br)cc(/C=N/O)cc1OC,.,41%[activator],-5%,-9%,6%,-22%,6%,4%,-2%,.
COc1cc(CC(=O)OCc2cccc([N+](=O)[O-])c2)cc(OC)c1OC,-21,-29%,-4%,-11%,-1%,-2%,1%,?,1%,3%
CC(C)Oc1ncnc2c1[nH]c1ccccc12,-16,.,-2%,4%,-6%,-48%[inhibitor],-8%,.,-4%,12%
COc1ccc(C(=O)Nc2ccc(N3CCN(Cc4ccccc4)CC3)cc2)cc1,6,25%,8%,-7%,0%,9%,1%,-2%,0%,0%
COC(=O)c1ccccc1NC(=O)Nc1ncccc1C,-6,9%,11%,7%,0%,7%,0%,5%,-5%,2%
O=C(COc1ccccc1F)Nc1ccc(S(=O)(=O)NCc2ccco2)cc1,-6,7%,-5%,1%,-1%,1%,-5%,-4%,1%,-6%
Cc1onc(-c2ccccc2)c1C(=O)NNC(=S)NC(=O)/C=C/c1cccs1,-1,?,2%,0%,6%[46.1 µM],5%,-5%,6%,-1%,-3%
CCc1ccccc1NC(=O)C1CCCN(c2ncnc3onc(-c4ccc(F)cc4)c23)C1 (stereo not drawn),-1,6%,-3%,-9%,-24%,-16%,-1%,2%,-4%,4%
CCc1ccc(C2C3=C(CC(C)(C)CC3=O)Nc3c2c(=O)[nH]c2nc(C)nn32)cc1 (stereo not drawn),-1,5%,227%[activator],-3%,3%,-18%,2%,-18%,-3%,1%
COc1cc(/C=N\NC(=O)c2sc(N)nc2C)cc(OC)c1OC,40,-18%,-1%,-1%,-2%,18%,4%,?,-1%,1%
COc1cccc(CNC(=O)c2cccc(S(=O)(=O)N3CCN(Cc4ccccc4)CC3)c2)c1,.,.,-2%,.,0%,-15%,.,.,-1%,.
Clc1ccccc1/C=C/c1nc(-c2ccccn2)no1,0,.,-8%,5%,-5%,-44%[inhibitor],-2%,?,1%,0%
COc1cc(/C=C2/SC(=Nc3ccc(O)cc3)NC2=O)cc(OC)c1O,3,0%,-2%,?,.,0%,-2%,11%,-1%,4%
CCO[C@H]1OC(C(=O)N2CCCCCCC2)=C[C@@H](c2csc3ccccc23)[C@@H]1CCCO,-1,?,-2%,-7%,-1%,-2%,4%,-11%,-1%,-14%
CCOC(=O)CC(NS(=O)(=O)c1ccc2[nH]cc(C(=O)O)c(=O)c2c1)c1ccc(OCC)c(OC)c1 (stereo not drawn),2,2%,9%[11.5 µM],-2%,6%,-20%,-3%,-3%,-8%,1%
O=C(COC(=O)/C=C/c1ccccc1[N+](=O)[O-])NC1CCS(=O)(=O)C1 (stereo not drawn),-4,29%,2%,-6%,2%,0%,4%,?,-11%,-18%
C=CCNC(=S)NNc1nc2sc3c(c2c(=O)[nH]1)CC(C)(C)OC3,-8,-3%,-2%,-3%,-1%,4%,2%,-1%,-2%,7%
CCOC(=O)c1cnc(-n2nc(C)cc2C)nc1NC1CCCC1,-5,.,-3%,-6%,2%,-77%[inhibitor],2%,-8%,-4%,12%
COc1ccc(N(C(=O)CNC(=O)c2ccco2)C(C(=O)NC2CCCCC2)c2ccncc2)cc1 (stereo not drawn),6,2%,-1%,8%,-6%,0%,-1%,-1%,-4%,2%
CC[C@@H]1CCCCc2ccccc2[C@@H](C(=O)C[C@@H](O)CC(C)=O)OC1=O,-17,.,3%,.,-1%,24%,.,.,2%,17%
CCOC(=O)c1cc2c(=O)n3ccccc3nc2n(Cc2ccco2)c1=NC(=O)c1ccccc1OC,-1,?,i,-6%,2%,?,5%,?,-3%,-2%
CCN(CC)CCN(C(=O)c1ccc([N+](=O)[O-])cc1)c1nc2ccc(OC)cc2s1,-5,-1%,2%,14%,3%,-18%,2%,?,0%,5%
CCOc1cccc2sc(N(CCCN(C)C)C(=O)c3ccc(S(=O)(=O)N(C)c4ccccc4)cc3)nc12,8,-25%,-9%,-2%,-4%,-47%[inhibitor],-4%,-15%,-1%,-3%
Cc1cc(F)ccc1NS(=O)(=O)c1c(C)nc2scc(C)n2c1=O,1,12%,-3%,11%,3%,11%,-2%,-7%,-11%,1%
CCCOC(=O)CSC1=C(C#N)C(c2ccc3c(c2)OCO3)CC(=O)N1 (stereo not drawn),-4,-1%,-1%,0%,-15%,-13%,-5%,-2%,-13%,7%
Cc1ccc(C(C)C)cc1S(=O)(=O)NC1CC(C)(C)NC(C)(C)C1,13,0%,-4%,28%,7%,-53%[inhibitor],0%,5%,-2%,-9%
NCCCSC1=NCCCN1,-5,11%,1%,4%,2%,4%,-1%,2%,-1%,-1%
COc1ccc(C(=O)NC(=S)NC(C)c2ccccc2)cc1 (stereo not drawn),.,.,-7%,.,-3%,-22%,.,.,0%,.
N#CCCN(C(=O)COC(=O)CNC(=O)C12CC3CC(CC(C3)C1)C2)c1ccccc1,-8,.,5%,.,-5%,11%,2%,.,-4%,6%
COc1cccc(NC(=O)c2ccc3nsnc3c2)c1,-1,23%,45%,2%,1%,-14%,-5%,?,-2%,7%
COc1cc2c3c(c1)-c1c(sn(-c4cc(OC)ccc4OC)c1=S)C(C)(C)N3C(=O)C2=O,11,5%,0%,-5%,8%,-24%,-3%,2%,-2%,-3%
O=C(O)CCC(=O)N1CCc2cc(S(=O)(=O)N3CCCCC3)ccc21,26,.,1%,-12%,4%,1%,-1%,-2%,-1%,4%
O=C(O)CN(CCOCCOCCN(CC(=O)O)CC(=O)O)CC(=O)O,-6,13%,.,-4%,.,.,5%,.,.,.
CN(C1=NC(=O)CS1)c1ccc(O)cc1,3,.,0%,3%,7%,3%,-5%,-6%,-4%,-3%
COc1ccc(C(=O)Nc2ccc(N3CCN(C(=O)c4cccs4)CC3)cc2)cc1Br,-18,.,-5%,5%,-3%,1%,-6%,5%,1%,33%
C1CCC2(CC1)C1=C(CCCC1)Nc1nnnn12,-8,5%,0%,5%,-2%,?,5%,-9%,-4%,2%
Cc1cc(C(=O)C(=O)O)c(C)n1-c1ccc(Cl)cc1,15,-15%,4%,-8%,1%,38%,-5%,-13%,-10%,2%
CC(=O)CCc1c(C)[nH]c2ccc(NC(C)=O)cc2c1=O,-2,-9%,3%,-5%,5%,14%,0%,1%,-1%,-2%
CSc1ccccc1C(=O)Nc1nc2ccccc2[nH]1,7,9%,11%,-8%,-5%,20%,-5%,29%,0%,-15%
Nc1ccc2nc(SCC(=O)N3CCOCC3)sc2c1,-15,9%,-1%,2%,4%,7%,-4%,-1%,-3%,1%
COc1ccc(NC(=O)[C@@H]2CC=C[C@@H]3CCN(C4CCCCC4)C(=O)[C@@H]32)cc1,.,.,0%,.,-3%,14%,.,.,-4%,.
N/C(=N/O)C(c1ccccc1)c1ccccc1,16,-8%,0%,9%,-3%[46.1 µM],7%,-8%,-7%,0%,8%
Cc1csc(NC(=O)c2c(-c3ccccc3)noc2C)n1,-5,9%,-1%,4%,3%,1%,4%,2%,1%,-4%
CC(NC(=O)c1cccc(Cn2cc([N+](=O)[O-])cn2)c1)c1ccc(C(C)(C)C)cc1 (stereo not drawn),-16,0%,-10%,-3%,1%,-37%,4%,5%,-1%,-5%
CC(=O)N1N=C(c2ccc3ccccc3c2)OC12CCCC2,15,.,3%,0%,2%,-20%,-7%,?,-1%,3%
CC(=O)c1ccc(N2CCN(C(=O)Nc3ccc(C(C)C)cc3)CC2)cc1,-28,2%,-5%,3%,3%,-30%,0%,6%,-2%,-2%
Cc1ccc(C(=O)Nc2ccc3c4c(cccc24)CC3)cc1[N+](=O)[O-],-22,4%,-2%,7%,-1%[46.1 µM],20%,-1%,11%,-1%,-2%
Cc1ccc(C(=O)COC(=O)CN2C(=O)C3C4CCC(C4)C3C2=O)cc1[N+](=O)[O-] (stereo not drawn),10,10%,3%,11%,0%[46.1 µM],-24%,-6%,?,-4%,-4%

# Compound activity (PubChem BioAssay)
